PLK1 PBD block = qHTS for Inhibitors of PLK1-PDB (polo-like kinase 1 - polo-box domain): Primary Screen; Serine/threonine-protein kinase PLK1 (Homo sapiens), P53350; Plk1 PBD binding of FITC phosphopeptide, fluorescence polarization; Potency, µM, inactives show max response, negative = inhibition, usual class: inhibitors; 360,000 compounds, 2.8% hits; also: potency is read from the fitted curve at half-maximal effect; series mostly up to about 57 µM; % is scaled to controls: 0 for no effect and ±100 for the full control effect; nearly all actives have a fitted effect of over 65% in size
EPAC1 antagonist = qHTS for Antagonist of cAMP-regulated guanine nucleotide exchange factor 3 (EPAC1): primary screen | Rap guanine nucleotide exchange factor 3 (Homo sapiens), O95398 | EPAC1 GEF assay, Rap1b-BODIPY-GDP exchange fluorescence | Potency, µM (top dose mostly 115 µM), inactives show at the top dose activity change, negative = inhibition, usual class: inhibitors | 360,000 compounds, 0.14% hits | AID 720709, 2013;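 also: potency is read from the fitted curve at half-maximal effect; plate controls were vehicle for no effect and positive control for full effect; nearly all actives have a fitted effect of over 50% in size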
PI5P4Ka inh = qHTS for Inhibitors of phosphatidylinositol 5-phosphate 4-kinase (PI5P4K) | Phosphatidylinositol 5-phosphate 4-kinase type-2 alpha (Homo sapiens), P48426 | PI5P4Kalpha enzyme, ADP-Glo luminescence, 60 min; hits give low values | max response, % | 330,000 compounds, 1.2% hits; active = max response of -50% or lower; inconclusive = between -30% and -50%; inactive = -30% or higher; also: value at the top dose of about 77 µM; % is scaled to controls: 0 for no effect and ±100 for the full control effect
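Controls without substrate or without enzyme flank wells where PI5P4Kalpha converts substrate using 5 microM ATP (final). Incubation lasts 60 minutes at room temperature; ADP formed is read by ADP-Glo luminescence.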
CCT chaperon mod = High-Throughput Screening for Modulators of Cytosolic Chaperonin Activity | purified chaperonin ATPase assay, HTRF ADP detection, 30 min | activity change, % (no concentration beside the values), hits read low | 360,000 compounds, 0.3% hits | AID 651819, 2012; in the data active = activity change below about -30%; also: % is scaled to controls: 0 for no effect and ±100 for the full control effect
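Enzyme 40 or 20 nM (batch-dependent) in Tris pH 7.4/KCl/MgCl2/DTT; cpd 76 uM single point; ATP 10 uM; 30 min 37 °C; Transcreener ADP HTRF detection, 30 min RT; ratio 665/615.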
WRN inhibitor = qHTS for Inhibitors of WRN Helicase; Bifunctional 3'-5' exonuclease/ATP-dependent helicase WRN (Homo sapiens), Q14191; WRN helicase unwinding, fluorescent forked duplex, kinetic; 360,000 compounds, 0.46% hits; AID 651768, 2012; Potency, µM (top dose mostly 114 µM), for inactives: at the highest dose activity change, negative = inhibition, most hits filed as inhibitors; also: potency is read from the fitted curve at half-maximal effect; % is scaled to controls: 0 for no effect and ±100 for the full control effect; nearly all actives have a fitted effect of over 55% in size
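Primary qHTS, 1536-well format. 20 nM WRN + compound, 15 min RT; start with 100 nM forked fluorophore/quencher duplex, 2 mM ATP (final); kinetic read ex 525/em 598 nm.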
EPAC2 agonist = qHTS for Agonist of cAMP-regulated guanine nucleotide exchange factor 4 (EPAC2): primary screen. Rap guanine nucleotide exchange factor 4 (Homo sapiens), Q8WZA2. EPAC2 activation, biochemical qHTS; response scale: 100% = 6.5 mM cAMP response. Potency, µM (top dose mostly 154 µM), for the others: at the highest dose activation, hits mostly activators. 360,000 compounds, 0.079% hits; also: potency is read from the fitted curve at half-maximal effect; nearly all actives have a fitted effect of over 50% in size
Target sequence (Q8WZA2 whole entry, looked up): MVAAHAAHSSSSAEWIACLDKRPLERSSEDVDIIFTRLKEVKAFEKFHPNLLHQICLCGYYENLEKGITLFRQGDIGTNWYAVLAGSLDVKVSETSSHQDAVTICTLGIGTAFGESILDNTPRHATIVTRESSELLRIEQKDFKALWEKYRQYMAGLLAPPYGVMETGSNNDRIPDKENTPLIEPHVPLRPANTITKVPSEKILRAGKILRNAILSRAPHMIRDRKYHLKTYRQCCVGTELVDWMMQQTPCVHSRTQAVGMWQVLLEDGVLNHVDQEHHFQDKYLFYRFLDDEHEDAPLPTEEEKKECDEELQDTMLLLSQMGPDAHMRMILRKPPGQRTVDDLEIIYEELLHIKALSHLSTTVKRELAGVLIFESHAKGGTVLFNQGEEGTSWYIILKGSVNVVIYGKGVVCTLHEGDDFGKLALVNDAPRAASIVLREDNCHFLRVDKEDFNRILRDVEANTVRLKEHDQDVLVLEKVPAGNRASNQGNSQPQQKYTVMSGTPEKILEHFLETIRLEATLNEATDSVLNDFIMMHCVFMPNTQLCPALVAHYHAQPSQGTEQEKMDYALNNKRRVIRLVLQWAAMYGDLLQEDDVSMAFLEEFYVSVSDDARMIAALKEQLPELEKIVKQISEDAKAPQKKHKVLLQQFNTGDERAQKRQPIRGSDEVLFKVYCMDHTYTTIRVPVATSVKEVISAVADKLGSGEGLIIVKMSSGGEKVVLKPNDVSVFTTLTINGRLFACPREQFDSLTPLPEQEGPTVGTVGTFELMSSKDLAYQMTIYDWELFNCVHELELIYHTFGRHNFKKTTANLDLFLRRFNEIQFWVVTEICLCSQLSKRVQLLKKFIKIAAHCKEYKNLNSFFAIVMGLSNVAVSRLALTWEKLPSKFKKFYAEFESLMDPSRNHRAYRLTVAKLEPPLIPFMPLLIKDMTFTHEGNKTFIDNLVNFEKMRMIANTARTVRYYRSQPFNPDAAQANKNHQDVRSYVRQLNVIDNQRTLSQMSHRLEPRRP
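Readout is BODIPY fluorescence (480 nm excitation, 540 nm emission), which falls as labeled GDP is exchanged off Rap1B. EPAC2 at 100 nM acted on 250 nM RAP1B-BODIPY-GDP with 50 uM GDP present.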
IL2 activator = qHTS of IL-2 Activators | AID 652025, 2013 | 360,000 compounds, 0.065% hits | activation, % (series mostly up to about 46 µM) | IL-2 activation reporter assay, cell-based qHTS; stimulated with anti-CD3/CD4/CD28 beads; in transgenic mouse T cells; in the data active = activation above about 50%; inconclusive = mostly about 30% to 49%; also: 0% is about no effect
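Unstimulated transgenic mouse T cells preincubated 60 min with compound, then stimulated with anti-CD3/anti-CD4-coated beads plus anti-CD28 for 18 h at 37 degrees C. IL-2 response read as EGFP and DsRed fluorescence by plate cytometry.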
EPAC1 agonist = qHTS for Agonist of cAMP-regulated guanine nucleotide exchange factor 3 (EPAC1): primary screen; 360,000 compounds, 0.073% hits; Rap guanine nucleotide exchange factor 3 (Homo sapiens), O95398; Potency, µM (top dose mostly 154 µM), inactives show at the highest dose activation, most hits filed as activators; AID 720707, 2013; EPAC1 agonist qHTS, biochemical assay; response scale: 100% = response to 6.5 mM cAMP; also: potency is read from the fitted curve at half-maximal effect; nearly all actives have a fitted effect of over 60% in size
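Compounds were pinned as a concentration titration into mixtures of EPAC1 (100 nM), BODIPY-GDP-loaded Rap1B (250 nM) and GDP (50 uM). After 5 min at room temperature, fluorescence was followed for 30 min; activity was scaled to 6.5 mM cAMP.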
The depositor's hits bear a star; ? = inconclusive; . = no result given; [ ] = another dose, or the depositor's remark. Unless noted, calls follow the shape of the dose curve; as a rule, active = well fitted curve in the direction sought with a large enough effect; inconclusive = small, poorly fitted or top-dose-only effect, or another doubt; inactive = no such curve, though single readings can be large; an effect the other way counts as inactive or inconclusive. These rows are one share of the data (hit frequency here may not be typical).

SMILES	PLK1 PBD block	EPAC1 antagonist	PI5P4Ka inh	CCT chaperon mod	WRN inhibitor	EPAC2 agonist	IL2 activator	EPAC1 agonist
CCOc1ccc(N2C(=O)C(C)CNC2=S)cc1 (stereo not drawn)	-8%	4%	-1	-4.0	?	-2%	-4.0	6%
O=[N+]([O-])c1nn(-c2ccccc2)[n+]([O-])c1N1CCN(c2ccccc2)CC1	-2%	1%	-5	-0.5	5%	-9%	1.9	0%
O=C(Nc1nc(-c2ccncc2)cs1)C1COc2ccccc2O1 (stereo not drawn)	3.4µM*	-29%	-63*	-1.0	11%	13%	-2.4	-14%
O=C(CCCN1C(=O)c2ccccc2C1=O)Nc1nnc(C2CC2)s1	-2%	17%	3	1.3	-14%	3%	-0.4	-8%
Cc1ccc(NC(=O)c2cccs2)cc1S(=O)(=O)N(C)C	3%	11%	-15	-1.5	-20%	1%	1.0	0%
CCC(=O)c1ccc(OCC(O)CN(CCc2ccccc2)Cc2ccccc2)cc1 (stereo not drawn)	-4%	-17%	.	2.0	-5%	14%	-1.2	18%
CCOC(=O)c1ccc(N2N=C(C)/C(=C/C=C/c3ccco3)C2=O)cc1	-7%	7%	-11	0.7	-2%	0%	0.4	-2%
COc1ccc(CN(C(=O)c2cc3ccccc3oc2=O)C2CCS(=O)(=O)C2)cc1OC (stereo not drawn)	-16%	-10%	0	0.5	5%	4%	0.4	-2%
COc1ccc(CCN2CC(C(=O)N3CCSCC3)CCC2=O)cc1 (stereo not drawn)	-1%	-24%	5	-2.8	-25%	2%	-1.7	9%
CCc1ccc(NC(=O)CCS(=O)(=O)c2cccc3nsnc23)cc1	-24%	0%	4	-0.2	-4%	2%	0.2	-4%
Cc1cccc(-c2nc(C#N)c(NCc3ccco3)o2)c1	-1%	-14%	2	0.5	-4%	7%	0.5	7%
COc1cccc(OC)c1C(=O)NC(=O)Nc1c(C)cccc1C	4%	8%	0	4.0	5%[57.1 µM]	4%	-1.5	-3%
O=C(NCc1ccccc1F)Nc1ccc([N+](=O)[O-])cc1	0%	-14%	-8	0.7	3%	9%	-1.1	-2%
CCCn1nc(C(=O)N2CCN(c3ccccn3)CC2)c2ccccc2c1=O	-3%	16%	0	-0.9	-2%	-4%	0.1	-15%
C/C(CC1(O)/C(=N/O)CCc2nonc21)=N\O (stereo not drawn)	1%	13%	1	-0.9	0%	4%	3.2	0%
Cc1csc(NC(C)c2nc3cc(C(F)(F)F)ccc3n2CCOCCO)n1 (stereo not drawn)	-7%	2%	4	-0.4	-3%	3%	-0.3	-17%
CCn1c(SCC(=O)N/N=C(\C)c2ccncc2)nnc1-c1ccc(C)cc1	-15%	15%	1	-1.0	12%	10%	0.1	11%
CCOC(=O)N1CCC(Nc2c(Nc3ccc(F)cc3)c(=O)c2=O)CC1	-4%	-1%	.	-3.2	-8%	-1%	-0.9	-7%
CCOCC(O)CNc1ccccc1 (stereo not drawn)	-5%	4%	-4	-1.5	5%	15%	0.6	-6%
COc1ccccc1NC(=O)Cn1ncc2c1-c1ccccc1OC2	-5%	3%	-1	-3.6	2%	7%	-1.3	6%
O=C1CCCN1CCCN1C(=O)N[C@@H](Cc2ccccc2)C1=O	-7%	-13%	-1	-0.3	-3%	0%	-1.8	12%
Cc1ccc(CN(Cc2ccccc2)C(=S)Nc2ccccc2C)o1	-5%	-4%	1	0.2	-25%	4%	-5.3	-9%
Cc1ccc(NC(=O)N2CCCC2)cc1Cl	?	9%	1	1.4	5%	17%	-1.5	1%
CCOc1ccc(CC(C(=O)NN)C(=O)NN)cc1CN(C)C	-2%	-7%	.	0.9	-10%[57.1 µM]	2%	-0.7	3%
CCN(CC)C(=O)c1nn(-c2ccccc2)c2c1C1CCC2(C)C1(C)C (stereo not drawn)	4%	-16%	-1	-1.1	0%	-2%	-2.9	-8%
O=C(CSc1ccc(F)cc1)NC12CC3CC(CC(C3)C1)C2	-3%	-5%	1	-4.2	0%	4%	-1.0	-4%
O=C(c1ccccc1)N1CCN(Cc2c[nH]c3ccccc23)CC1	-5%	-5%	0	-0.4	-8%	6%	-1.5	2%
CCCCn1nnnc1C1(C)CCC(=O)N1CCOC (stereo not drawn)	2%	-1%	-1	-0.2	0%	1%	-0.4	-1%
COc1ccc(N2CCN(c3ncccn3)CC2)cc1	-7%	-13%	.	1.5	-3%	-17%	-0.3	9%
Cc1nc(N)nc(COc2ccccc2)n1	-1%	0%	2	-0.4	2%	11%	-2.6	8%
CC(=O)NCCC(=O)Nc1ncc(S(=O)(=O)c2ccc([N+](=O)[O-])cc2)s1	-14%	10%	-2	-3.5	5%	16%	-4.7	-2%
O=C(c1ccco1)N1CCN(c2ccc(Cl)cc2)CC1	-5%	-3%	.	-1.6	-4%	7%	-0.7	11%
Cc1ccc(NC(=O)CSc2nnc(Cn3cnc4ccccc43)o2)cc1	0%	16%	1	1.3	-3%	5%	-1.3	-7%
Cc1cc(C)cc(C(=O)NCC(=O)OCN2C(=O)c3ccccc3C2=O)c1	1%	1%	1	-0.9	-4%	5%	6.4	-11%
COc1ccc(C(C)(O)c2nc(-c3cccc(O)c3)cs2)cc1 (stereo not drawn)	3%	1%	1	-5.3	-2%	7%	-0.8	5%
Cn1c(N)c(C(=O)COC(=O)CCCc2nc3ccccc3s2)c(=O)n(C)c1=O	-8%	-9%	2	-4.3	-8%	3%	6.5	-4%
CSCCC(NS(=O)(=O)c1ccc(Cl)cc1)C(=O)N1CCN(c2ccccc2)CC1 (stereo not drawn)	-22%	11%	1	0.0	6%	-7%	-1.5	-7%
O=C(NCCCNC(=O)c1cccnc1)c1ccc(Cl)cc1	-6%	6%	-5	0.3	-26%	5%	0.4	4%
OCCCCNCc1ccc(OCc2ccc(Cl)cc2Cl)cc1	2%	6%	.	-0.7	-4%	9%	-2.1	6%
CCCCCCn1c(CN2CCN(C(=O)OCC)CC2)nc2c1c(=O)n(C)c(=O)n2C	-3%	8%	.	1.2	4%	4%	-2.7	-2%
CC(=O)Oc1ccc(-c2cccc(C(=O)OCC(=O)Nc3ccccc3Oc3ccccc3)c2)cc1	-21%	-24%	0	-1.2	-10%	5%	-4.2	5%
CC(=O)Oc1ccc(-c2cccc(C(=O)N(C)c3ccc(O)cc3)c2)cc1	8%	8%	-2	1.2	-3%	-2%	0.6	7%
N#CCCN1CCCc2cc(N=Nc3ccc(C(F)(F)F)cc3)ccc21	-2%	-12%	39	1.1	-12%	1%	1.6	2%
Cn1c(=O)c(=O)n(C)c2cc(N3CCCCC3)c(NS(=O)(=O)c3ccc([N+](=O)[O-])cc3)cc21	-13%	-1%	5	-0.5	-3%	-1%	1.3	-4%
Cc1cc(/C=C(\C#N)C(N)=O)c(C)n1-c1ccc(N2CCOCC2)c([N+](=O)[O-])c1	2%	24%	-7	0.2	-26%[57.1 µM]	-6%	-0.9	-7%
CCC(C)Sc1nnc(-c2c[nH]c3ccccc23)n1CCOC (stereo not drawn)	-7%	-2%	.	-2.4	6%	4%	-1.9	1%
CN1CCN(c2oc(-c3ccccc3Cl)nc2S(=O)(=O)c2ccccc2)CC1	-2%	4%	0	-1.8	5%	7%	-0.7	0%
CCOc1ccc(-n2cnnn2)cc1S(=O)(=O)N1CCCCC1	-5%	11%	.	0.0	-8%	7%	-1.6	4%
CN1CCN(CCNC(=O)Nc2ccc(Cl)cc2)CC1	1%	-1%	0	2.4	10%	9%	-4.3	1%
CCn1c(N2CCN(S(=O)(=O)CC)CC2)nc2ccccc21	-8%	0%	6	2.2	0%	4%	-0.3	-6%
CCCn1nnnc1NC(=O)c1ccc(C)cc1Cl	-7%	-9%	-2	-0.7	-14%	10%	1.6	-1%
COc1cc(OC)cc(OC2(C)CCN(Cc3ccc(OC(C)C)cc3)C2)c1 (stereo not drawn)	2%	5%	-1	0.4	-1%	12%	-0.8	-20%
COc1cc(OC)c(C(=O)O/N=C(\N)c2ccccn2)cc1OC	-8%	-9%	8	-0.7	-6%	3%	-0.1	4%
COc1ccc(-c2noc(-c3ccoc3C)n2)cc1OC	0%	4%	11	-0.2	-4%	12%	-0.3	4%
COc1ccc(OC)c(N(CCN2C(=O)c3ccccc3C2=O)C(=O)CCl)c1	-5%	0%	-1	-1.1	3%	14%	-3.0	3%
CCOC(=O)C1=C[C@@H](C2CCCC2)N(S(=O)(=O)c2ccc([N+](=O)[O-])cc2)[C@H]1c1ccccc1	1%	6%	-1	-1.4	4%	4%	-0.1	-6%
CCCn1c(=O)c2c(nc3n2CCCN3Cc2ccccc2)n(C)c1=O	-2%	-24%	-1	-3.3	5%	8%	1.9	-8%
O=C(C[C@@H]1C[C@@H]2c3cc(NS(=O)(=O)c4ccc(F)cc4)ccc3O[C@@H]2[C@@H](CO)O1)NC1CCCCC1	-11%	14%	-2	-0.8	-4%	3%	-3.0	-9%

Shown with each value named: part of the list above.
SMILES: COc1cc(OC)cc(OC2(C)CCN(Cc3ccc(OC(C)C)cc3)C2)c1 (stereo not drawn)
  PLK1 PBD block = 2%
  EPAC1 antagonist = 5%
  PI5P4Ka inh = -1
  CCT chaperon mod = 0.4
  WRN inhibitor = -1%
  EPAC2 agonist = 12%
  IL2 activator = -0.8
  EPAC1 agonist = -20%

SMILES: O=C(C[C@@H]1C[C@@H]2c3cc(NS(=O)(=O)c4ccc(F)cc4)ccc3O[C@@H]2[C@@H](CO)O1)NC1CCCCC1
  PLK1 PBD block = -11%
  EPAC1 antagonist = 14%
  PI5P4Ka inh = -2
  CCT chaperon mod = -0.8
  WRN inhibitor = -4%
  EPAC2 agonist = 3%
  IL2 activator = -3.0
  EPAC1 agonist = -9%

SMILES: COc1cc(OC)c(C(=O)O/N=C(\N)c2ccccn2)cc1OC
  PLK1 PBD block = -8%
  EPAC1 antagonist = -9%
  PI5P4Ka inh = 8
  CCT chaperon mod = -0.7
  WRN inhibitor = -6%
  EPAC2 agonist = 3%
  IL2 activator = -0.1
  EPAC1 agonist = 4%

Screens deposited in PubChem BioAssay by National Center for Advancing Translational Sciences (NCATS).
